# Screening data as filed in PubChem BioAssay.
# AddAB inh: less growth of phage-infected E. coli with AddAB; 330,000 compounds, 0.29% hits; inhibition, % at 11.9 µM; E. coli expressing H. pylori AddAB, absorbance growth; in the data active = inhibition above about 12%;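 also: 0% = vehicle wells of infected cells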
# OPRM1-OPRD1 inv: inverse agonists of human mu-delta opioid receptor heterodimerization | 340,000 compounds, 0.21% hits | inhibition, % at 9.3 µM | P35372+P41143 | cell-based MOR-DOR heterodimer luminescence, inverse agonism; in the data active = inhibition above about 22%, passing the limit was not always enough;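 also: 0% = cells with DMSO and 100% = wells without cells with DMSO; values of inactives mirror those of a sister screen read the other way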
# SUMO Mot1 rescue: blocks SUMOylation pathway, rescuing yeast Mot1-301 growth; S. cerevisiae Mot1-301 growth rescue, ATP luminescence, 38.5C; percent above DMSO median, 100 means doubled; growth rescue, % at 18.8 µM; 320,000 compounds, 1% hits; AID 2716;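 active = every valid replicate shows activation above 250% relative to neutral control wells; inactive = the rest, any valid replicate at or below 250%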;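 also: OY570 slx delta 5 strain wells were the positive control but not used for scaling; some compounds called inactive have numbers as strong as hits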
# PKA-R1A activ: PKA-R1A complex activation; activation, % at 11.4 µM; P00514+P68181; PKA-R1A dissociation, Cy5-IP20 fluorescence polarization; scaled: DMSO 0%, 113 µM cGMP 100%; 340,000 compounds, 0.083% hits;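 active = percent activation above the mean of all tested compounds plus 3 SD, cut at about 19% in these data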;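 also: higher means more PKAc released from R1A so a rise in polarization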
# DSG3 Ab inh: human desmoglein-3 autoantibody binding inhibition; P32926; DSG3-coupled beads, scFv-anti-DSG3-GFP binding, flow cytometry; stronger effect = lower value; binding (percent of control), % at 10 µM; 310,000 compounds, 0.48% hits;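 active = binding more than 3 SD below its plate's average and above zero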;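 also: hits lower antibody fragment binding to DSG3; some compounds called inactive have numbers as strong as hits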
# Target sequence (P32926 whole entry, looked up, the tested form may be a part): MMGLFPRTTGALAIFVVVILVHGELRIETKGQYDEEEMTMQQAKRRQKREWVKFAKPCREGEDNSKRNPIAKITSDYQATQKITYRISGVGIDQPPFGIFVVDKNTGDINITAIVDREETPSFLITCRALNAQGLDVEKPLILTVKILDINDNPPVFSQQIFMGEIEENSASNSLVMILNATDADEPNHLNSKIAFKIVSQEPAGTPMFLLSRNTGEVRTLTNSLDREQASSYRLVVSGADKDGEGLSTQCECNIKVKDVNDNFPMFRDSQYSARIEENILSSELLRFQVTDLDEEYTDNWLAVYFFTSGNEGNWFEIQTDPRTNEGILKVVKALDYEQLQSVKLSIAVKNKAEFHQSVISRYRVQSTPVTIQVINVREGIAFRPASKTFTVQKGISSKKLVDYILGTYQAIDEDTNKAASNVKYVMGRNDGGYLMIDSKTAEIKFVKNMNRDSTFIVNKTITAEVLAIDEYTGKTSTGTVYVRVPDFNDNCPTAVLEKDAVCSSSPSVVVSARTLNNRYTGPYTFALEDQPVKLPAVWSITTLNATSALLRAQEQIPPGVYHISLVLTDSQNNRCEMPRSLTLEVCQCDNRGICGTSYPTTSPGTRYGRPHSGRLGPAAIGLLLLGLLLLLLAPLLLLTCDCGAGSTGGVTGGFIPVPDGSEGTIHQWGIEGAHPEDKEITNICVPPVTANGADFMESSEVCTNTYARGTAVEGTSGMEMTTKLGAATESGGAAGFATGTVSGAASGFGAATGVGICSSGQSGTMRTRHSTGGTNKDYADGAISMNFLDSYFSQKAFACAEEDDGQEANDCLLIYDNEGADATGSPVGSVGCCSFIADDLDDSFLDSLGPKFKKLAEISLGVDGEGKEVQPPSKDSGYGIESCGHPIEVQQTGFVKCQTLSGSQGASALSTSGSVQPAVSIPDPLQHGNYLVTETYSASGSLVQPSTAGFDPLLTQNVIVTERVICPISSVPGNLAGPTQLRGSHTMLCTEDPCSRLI
# Arrestin-AP2 inh: human beta-arrestin and AP2 interaction inhibition; AID 504490; FITC-arrestin peptide / GST-AP2 beads, flow cytometry; AP2 beta2 appendage carries R879A mutation; inhibition, % at 10 µM; 340,000 compounds, 0.31% hits;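 active = inhibition above a set limit, near 3 SD of compounds lacking own fluorescence, cut at about 54% in these data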;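 also: plate controls were DMSO wells for no effect and 5 µM unlabelled arrestin peptide for full effect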
#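 Measured by: flow cytometry, FL1 (488/535 nm); Material: AP2 appendage R879A on GSH beads; Evaluation: percent response; Timing: pre-incubation 12 min, peptide binding 1 h, room temperature; Also added: 50 nM FITC-arrestin peptide; Medium: PBS with 0.05% Tween 20 and 0.1% BSA.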
# OPRM1-OPRD1 ag: OPRM1-OPRD1 heterodimerization agonism. P35372+P41143. cells, luminescence. activation, % at 9.3 µM. 340,000 compounds, 0.3% hits; in the data active = activation above about 18%;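 also: 0% = vehicle-treated cells and 100% = reference agonist; values of inactives mirror those of a sister screen read the other way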
# PfHsp90 yeast 2: growth inhibition of yeast expressing Plasmodium Hsp90 | S. cerevisiae expressing PfHsp90, BacTiter-Glo ATP, 48 h; yeast lacking PDR1 and PDR3 efflux regulators | inhibition, % at 9.4 µM | 310,000 compounds, 0.32% hits | AID 504621;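 active = every replicate shows inhibition above about 80%, whatever the replicate mean, limit read from the data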;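 also: 0% = DMSO neutral controls and 100% = 20 µM radicicol positive controls; yeast relying on Plasmodium falciparum Hsp90 in place of its own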
# phage Ecoli inh: E. coli growth loss with phage present. growth absorbance. inhibition, % at 11.9 µM. 360,000 compounds, 0.26% hits. AID 651602; in the data active = inhibition above about 11%
# Ecoli viability: counter-screen for AddAB inhibitors: E. coli growth inhibition; inhibition, % at 11.9 µM; AID 449728; E. coli V3065 growth, OD600 absorbance, 18 h; 330,000 compounds, 0.27% hits;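 active = inhibition above the campaign's mean inhibition across all tested compounds plus 3 SD, cut at about 9.9% in these data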;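 also: uninfected addAB+ strain grown without phage in ampicillin broth; 0% = DMSO wells and 100% = ciprofloxacin 0.95 µg/ml wells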
# Tat export inh: E. coli Tat transport inhibition; E. coli MC4100 TorA-mCherry Tat export, fluorescence; inhibition, % at 10 µM; 340,000 compounds, 0.036% hits; AID 488895;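 active = mean replicate inhibition at least 50% and at least half of replicates individually reaching 50%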;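 also: exported cargo escapes ClpAP degradation while cytoplasmic cargo is degraded and loses fluorescence; 0% = median of neutral control wells and 100% = median of NaSCN control wells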
# * hit, by the source's call; · = not tested or not shown. Outcome played no part in choosing rows (roughly 2.8% active in at least one column).
SMILES,AddAB inh,OPRM1-OPRD1 inv,SUMO Mot1 rescue,PKA-R1A activ,DSG3 Ab inh,Arrestin-AP2 inh,OPRM1-OPRD1 ag,PfHsp90 yeast 2,phage Ecoli inh,Ecoli viability,Tat export inh
COc1cc(NC(=O)CN2C(=O)NC(C)(CC(C)C)C2=O)cc(OC)c1 (stereo unspecified),-1.3,12,·,-6,109,0,-2.0,29,-1.9,-0.4,5
COc1cccc(-c2cc(C(F)(F)F)nc(N3CCN(c4ccccc4)CC3)n2)c1,0.5,3,14,11,·,8,-0.5,·,2.8,1.1,-4
Cc1cccc(OCCNC(=O)CCNS(=O)(=O)c2ccc3ccccc3c2)c1,-0.6,-7,-11,3,·,13,1.8,-10,3.3,-1.0,10
O=C(NNC(=O)C1CC1)c1ccc(F)cc1F,-0.2,16,-13,1,90,32,-3.0,·,1.5,-0.8,-2
Cc1cccc(N(NC(=O)C(C)(C)O)C(=O)c2ccccc2)c1,4.5,15,12,-5,99,30,-3.0,-18,0.6,-1.3,-4
O=C(CCN1C(=O)c2ccccc2C1=O)Nc1cc(F)ccc1F,0.3,9,-10,-1,·,30,-1.6,0,2.8,-2.3,-6
Cc1c(NC(=O)c2noc3c2CCc2ccccc2-3)c(=O)n(-c2ccccc2)n1C,2.0,6,19,6,101,5,-1.1,11,3.1,0.1,2
O=C(CSc1nnc(-c2ccco2)n1CC1CCCO1)N1CCCCC1 (stereo unspecified),0.8,4,-5,9,·,-11,-0.7,-7,2.6,1.2,-1
Cc1cc(NC(=O)COC(=O)C(C)Oc2ccc(Cl)cc2Cl)no1 (stereo unspecified),2.4,-36,24,-1,115,15,5.1,1,0.9,0.4,-11
CCCc1cc(=O)[nH]c(SC(C)C(=O)N2c3ccccc3CC2C)n1 (stereo unspecified),-1.3,-5,36,-15,·,3,1.3,-25,0.9,0.0,-1

# Single records (already shown).
# COc1cccc(-c2cc(C(F)(F)F)nc(N3CCN(c4ccccc4)CC3)n2)c1 as listed: AddAB inh: 0.5; OPRM1-OPRD1 inv: 3; SUMO Mot1 rescue: 14; PKA-R1A activ: 11; DSG3 Ab inh: ·; Arrestin-AP2 inh: 8; OPRM1-OPRD1 ag: -0.5; PfHsp90 yeast 2: ·; phage Ecoli inh: 2.8; Ecoli viability: 1.1; Tat export inh: -4
# Cc1cccc(OCCNC(=O)CCNS(=O)(=O)c2ccc3ccccc3c2)c1 as listed: AddAB inh: -0.6; OPRM1-OPRD1 inv: -7; SUMO Mot1 rescue: -11; PKA-R1A activ: 3; DSG3 Ab inh: ·; Arrestin-AP2 inh: 13; OPRM1-OPRD1 ag: 1.8; PfHsp90 yeast 2: -10; phage Ecoli inh: 3.3; Ecoli viability: -1.0; Tat export inh: 10

# Later entries
SMILES,AddAB inh,OPRM1-OPRD1 inv,SUMO Mot1 rescue,PKA-R1A activ,DSG3 Ab inh,Arrestin-AP2 inh,OPRM1-OPRD1 ag,PfHsp90 yeast 2,phage Ecoli inh,Ecoli viability,Tat export inh
CCOC(=O)N1CCN(C(=O)c2cn(CC)c3ccc(S(=O)(=O)N4CCCC4)cc3c2=O)CC1,3.6,0,-29,2,97,7,0.0,-15,2.0,1.5,-15
CC12CCC(C(=O)NCc3ccc(Cl)cc3)(OC1=O)C2(C)C (stereo unspecified),2.4,-4,17,-3,101,0,0.6,·,3.2,0.4,-6
Cc1ccc2oc(=O)c3cnn(CC(=O)N4CCCCCC4)c3c2c1,-3.5,12,-2,-2,104,-3,-2.3,21,3.0,0.9,6
CCOc1ccc(C(C)=O)cc1COC(=O)c1ccc2c(c1)NC(=O)CS2,1.4,11,·,-11,107,3,-2.7,-9,0.8,-0.5,-4
O=S(=O)(c1cnc[nH]1)N1CCN(c2ccc(F)cc2)CC1,-1.3,6,-4,7,84,3,-1.1,24,3.8,-2.0,-4
Cc1ccc(C(=O)NCCC2=CCCCC2)cc1S(=O)(=O)N1CCCCC1,1.0,-3,-11,-14,98,9,0.5,21,0.1,0.5,7
Cc1cc(C)c(S(=O)(=O)N2CCOC2CNC(=O)C(=O)NCc2cccnc2)c(C)c1 (stereo unspecified),54*,6,-17,-8,107,-1,-1.1,23,0.6,34*,3
CCn1cc(C2=NCCO2)c2ccccc21,-2.4,5,-3,-11,116,-4,-0.9,9,3.3,2.1,0
CSCCNC(=O)c1cccc(Cl)c1,0.0,16,-22,4,90,45,-3.2,6,3.5,-1.3,-3
CCN(CC)S(=O)(=O)c1ccc(N2CCOCC2)c(NC(=O)CCOc2ccccc2)c1,2.3,8,191,6,92,-10,-1.5,16,-4.1,2.4,5
CC(=O)/C(=N/Nc1cccc(Cl)c1)N1CCOCC1,1.6,17,34,5,105,6,-2.8,21,2.9,-1.6,6
COCCN(C(=O)COC(=O)C1(C)CC1(Cl)Cl)c1c(N)n(Cc2ccccc2)c(=O)[nH]c1=O (stereo unspecified),2.1,9,40,-2,118,-8,-1.7,-13,0.6,4.8,-1
COc1ccccc1N(CC(O)CN1CCCC1)S(=O)(=O)c1ccccc1 (stereo unspecified),-1.4,14,-2,7,97,26,-2.2,-99,-2.5,-2.6,0
CSc1nc(C)c2c(n1)N(c1ccc(C(F)(F)F)cc1)CC2,-1.3,1,·,2,100,16,-0.2,14,2.9,-0.3,-5
Oc1c(Cl)cc(Cl)cc1C=Nc1ccc(N2CCOCC2)cc1,1.1,-6,16,-4,98,0,1.2,-21,0.4,-1.2,-1
COC(=O)c1ccc(Cn2nnc3ccccc3c2=O)o1,2.5,6,-8,0,89,-8,-1.1,-1,0.7,-0.5,-7
CSc1nc2c(c(=O)[nH]1)C(c1cccc(Cl)c1)CC(=O)N2 (stereo unspecified),1.0,6,2,-8,110,-13,-1.2,-19,5.1,-0.2,2
Cc1cccc2c(N=O)c(O)[nH]c12,1.3,2,84,7,100,-2,-0.4,-19,2.9,-1.2,4
Cc1onc(-c2c(Cl)cccc2Cl)c1C(=O)ONC(=O)c1ccccc1,1.9,15,56,-7,·,-11,-3.0,-7,-0.5,2.2,-12
Cc1ccc(NC(=O)CCc2nc3sc4c(c3c(=O)[nH]2)CCCC4)nc1,-0.3,-21,-16,-5,104,5,3.2,·,·,-0.4,4
COc1ccc(CNC(=O)c2ccc(Cl)c(S(=O)(=O)N3CCOCC3)c2)cc1OC,0.6,-10,-21,-11,111,3,2.4,-30,·,-0.2,1
CCOP(=O)(/C(C#N)=C(/O)c1ccccc1)c1ccccc1 (stereo unspecified),0.3,13,3,2,107,2,-2.5,5,3.2,0.2,-2
COc1cccc2c1Oc1ncccc1N(C(=O)CCC(=O)NCc1cccc(C)c1)C2,0.4,8,-6,-2,107,18,-1.6,17,-1.0,1.4,2
CN1CCc2c(OCc3ccc(F)cc3)cccc2C1=O,1.4,10,2,8,109,-9,-2.0,·,-1.0,4.3,-3
Cc1ccc(NC(=O)CN2CCOCC2)cc1C,-0.3,2,-6,-4,96,-17,-0.5,7,1.8,-2.1,8
COCCCn1c(=O)c2ccccc2n(CC(=O)NCCC2=CCCCC2)c1=O,1.3,6,4,-9,107,14,-1.1,16,-0.1,-3.1,7
COc1ccc(OCCSc2nnc(Cc3cccc4ccccc34)n2N)cc1,2.6,9,19,-7,97,35,-2.0,2,2.9,-0.9,-9
O=C(Cc1ccc(S(=O)(=O)N2CCOCC2)s1)NCCC(c1ccccc1)c1ccccc1,-0.7,20,-22,1,108,-5,-3.2,11,1.9,-1.4,-3
O=C(O)c1ccc(/C=N/NC(=O)c2ccc3c(c2)OCCO3)cc1,0.8,14,-1,-4,107,-2,-2.7,2,0.8,-4.7,0
CC(=O)c1ccc(N2CCN(C(=O)c3cc4c(-c5ccccc5F)nn(C)c4s3)CC2)cc1,-1.6,8,-14,-12,99,13,-1.4,-98,-0.5,-0.3,-4
CCCS(=O)(=O)N1CCN(CCCc2ccccc2)CC1,1.4,-6,70,-2,100,-2,1.1,-16,0.2,0.1,1
CN(C(=O)COc1ccccc1C(=O)NCCOc1ccccc1)c1ccccc1,2.6,-85,389,-6,90,12,13,-27,2.9,-0.4,1
CCCOc1cccc(NC(=O)c2cc(C)oc2C)c1,1.6,-13,11,-10,106,1,3.1,10,2.2,-0.9,-4
O=S(=O)(N1CCCCC1)N1CCN(c2ccc(F)cc2)CC1,0.6,15,-6,4,120,0,-3.2,17,-0.8,-2.9,-2
Cc1ccc2cc(CCNC(=O)c3cccc([N+](=O)[O-])c3)c(=O)[nH]c2c1,0.2,4,-7,-4,109,-2,-0.5,0,3.6,-0.9,-4
CC(=O)Oc1ccc(N2C(=O)C3C(C2=O)C2C=CC3C23CC3)cc1[N+](=O)[O-] (stereo unspecified),3.7,11,3,4,87,4,-1.7,-13,5.1,-0.5,2
O=C(COC(=O)c1ccc(S(=O)(=O)N2CCCC2)cc1)Nc1cccc(Br)c1,1.3,2,-17,-6,95,6,-0.4,-5,0.5,-2.4,-1
NS(=O)(=O)c1ccc(CCNC(=O)c2cc(-c3ccccc3)nc3ccccc23)cc1,3.8,11,-16,-13,105,-13,-2.1,-17,1.3,-1.0,-4
CCC1(c2ccccc2)NC(=O)N(CC(=O)NCCN2C(=O)S/C(=C\c3cccnc3)C2=O)C1=O (stereo unspecified),2.4,14,-4,10,101,2,-2.6,·,2.4,1.3,0
CCc1cccc(C)c1N1C(=O)CC(C)(C)CC1=O,0.4,8,13,4,·,7,-1.6,8,3.7,0.9,2
COc1ccc(-n2ncc3c2CC(C)(C)CC3NC(=O)CCn2nc(C)cc2C)cc1 (stereo unspecified),4.4,-5,4,1,·,5,1.0,30,2.5,-0.8,5
COc1ccc(/C=C/C(=O)Nc2nonc2NC(C)=O)cc1,5.4,3,-6,0,98,3,-0.6,1,5.1,1.9,-8
OC(COc1ccc2c(c1)OCO2)CN1CCCCC1 (stereo unspecified),0.0,-5,10,-3,107,1,1.0,-2,2.1,-0.5,0
C=CCc1ccc(OCCN2CCc3ccccc3C2)c(OC)c1,3.7,-6,1,-6,110,-9,1.2,-18,1.5,0.1,3
Cc1cc2ccccc2cc1CN1CCOCC1,-1.0,-10,402,-1,98,28,1.5,3,4.0,0.2,-3
O=C1CCCN1CC(O)CS(=O)(=O)c1ccccc1 (stereo unspecified),-0.8,8,-12,5,98,-2,-1.6,14,0.9,-0.4,4
COc1cc2c3c(c1)C(C)=CC(C)(C)N3C(=O)C2=O,-0.2,3,-12,-4,102,15,-0.6,1,1.1,-1.4,2
O=C(NC1CCCCNC1=O)c1ccccc1 (stereo unspecified),-0.3,12,-17,-1,96,5,-2.4,1,3.0,3.1,-2
CCCCC1=CC2=CC(=O)C(C)(OC(=O)CC)C(=O)C2=CN1Cc1ccc(OC)cc1 (stereo unspecified),0.3,-7,397,-2,104,9,1.2,·,3.2,-1.5,1
COc1cc(/C=N/NC(=O)c2sc3nc(C)cc(C)c3c2N)ccc1O,0.3,·,-8,·,99,-6,·,20,2.1,-3.1,5
